Compound activity: PubChem BioAssay, several laboratories
M5 PAM: positive allosteric modulators of human muscarinic M5 receptor | P08912 | CHO-K1 hM5, Fluo-8 calcium, ACh EC20 PAM; 0% = ACh EC20, 100% = ACh EC100 | activation, % at 3 µM | 360,000 tested, 0.3% active | AID 624038;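 active means activation above the run cutoff, the mean activation of all test compounds plus 3 SD, cut at about 18% in these data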
Target sequence (P08912 whole entry, looked up): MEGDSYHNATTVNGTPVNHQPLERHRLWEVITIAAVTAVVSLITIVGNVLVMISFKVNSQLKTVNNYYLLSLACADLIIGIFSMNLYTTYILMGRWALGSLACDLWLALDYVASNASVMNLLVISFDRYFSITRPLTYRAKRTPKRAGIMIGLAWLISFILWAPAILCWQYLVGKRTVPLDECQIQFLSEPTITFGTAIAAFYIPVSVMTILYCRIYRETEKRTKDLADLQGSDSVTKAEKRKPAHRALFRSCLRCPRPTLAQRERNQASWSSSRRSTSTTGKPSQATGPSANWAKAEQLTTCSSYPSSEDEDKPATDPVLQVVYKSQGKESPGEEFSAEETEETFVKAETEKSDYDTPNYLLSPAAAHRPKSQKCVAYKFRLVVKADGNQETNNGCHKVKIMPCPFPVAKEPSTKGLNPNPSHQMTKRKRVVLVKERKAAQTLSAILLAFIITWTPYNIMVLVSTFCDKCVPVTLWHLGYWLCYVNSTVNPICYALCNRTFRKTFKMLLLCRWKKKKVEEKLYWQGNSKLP
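system = human M5 receptor in CHO-K1 cells | reagent = EC20 acetylcholine as agonist stimulus | compound dosing = single-point, 3 µM nominal | incubation = Fluo-8 loading 80 min at 37 °C plus 30 min room temperature | detection = Fluo-8 calcium dye fluorescence, kinetic read | benchmarks = low control EC20 acetylcholine (0%), high control EC100 acetylcholine (100%)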
M4 ag: agonists of human muscarinic M4 receptor (CHRM4). CHO-K1 hM4/Gqi5, Fluo-8 calcium fluorescence; vehicle 0%, full acetylcholine response 100%. activation, % at 3 µM. 360,000 tested, 0.14% active. AID 624127;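 active means activation above the run mean over all test wells plus 3 SD, cut at about 32% in these data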;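 further: peak over basal fluorescence ratio per well then scaled between controls; 0% = DMSO wells and 100% = acetylcholine at EC100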
M5 antag: blocks acetylcholine activation of human M5 receptor; P08912; CHO-hM5 cells, Fluo-8 calcium fluorescence, ACh EC80; inhibition, % at 3 µM; 360,000 tested, 0.59% active; AID 624040;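 active means inhibition above a per-plate cutoff, the mean of that plate's test compounds plus 3 SD, cut at about 27% in these data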;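 further: 0% = acetylcholine EC80 with DMSO and 100% = DMSO without agonist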
M4 PAM: potentiates acetylcholine response at human M4 receptor | CHO-K1 hM4/Gqi5, Fluo-8 calcium fluorescence, ACh EC20; 0% = ACh EC20, 100% = maximal ACh | 360,000 tested, 0.4% active | activation, % at 3 µM;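 active means activation above its plate's cutoff, the mean activation of sample wells plus 3 SD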; further: some results filed as inactive read as strong as hits
CHRM4 antagonist: blocks acetylcholine activation of human M4 receptor; P08173; AID 624125; 360,000 tested, 0.73% active; CHO-hM4 cells, ACh EC80, Fluo-8 calcium fluorescence; inhibition, % at 3 µM;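 active means inhibition above its plate's cutoff, the mean inhibition of sample wells plus 3 SD, cut at about 27% in these data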;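 further: 0% = acetylcholine EC80 with DMSO and 100% = DMSO without agonist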
M5 ag: CHRM5 agonism in calcium assay; P08912; activation, % at 3 µM; 360,000 tested, 0.19% active; CHO-K1 hM5 cells, Fluo-8 calcium fluorescence; 0% DMSO wells, 100% maximal acetylcholine response; AID 624037;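 active means activation above the run's mean over test compounds plus 3 SD, cut at about 23% in these data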;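 further: signal is peak over basal fluorescence ratio across the kinetic read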
CRFR2-BP ag: agonists of human CRF-binding protein/CRF-R2 receptor complex; HEK293 CRF-R2/CRF-BP, calcium dye fluorescence (FLIPR); percent of saturating CRF peptide response; activation, % at 13.2 µM; 350,000 tested, 0.46% active;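 active means activation of at least 50%, plus an integration ratio under a set limit after plate pattern correction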;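 further: plate controls were neutral control wells without compound for no effect and CRF at EC100 for full effect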
M1 PAM: potentiates human M1 receptor response to acetylcholine | P11229 | CHO-K1 hM1, Fluo-8 calcium fluorescence, ACh EC20; 0% = ACh EC20, 100% = maximal ACh | activation, % at 3 µM | 360,000 tested, 0.088% active; in the data active means activation above about 19%, passing the limit was not always enough
Target sequence (P11229 whole entry, looked up): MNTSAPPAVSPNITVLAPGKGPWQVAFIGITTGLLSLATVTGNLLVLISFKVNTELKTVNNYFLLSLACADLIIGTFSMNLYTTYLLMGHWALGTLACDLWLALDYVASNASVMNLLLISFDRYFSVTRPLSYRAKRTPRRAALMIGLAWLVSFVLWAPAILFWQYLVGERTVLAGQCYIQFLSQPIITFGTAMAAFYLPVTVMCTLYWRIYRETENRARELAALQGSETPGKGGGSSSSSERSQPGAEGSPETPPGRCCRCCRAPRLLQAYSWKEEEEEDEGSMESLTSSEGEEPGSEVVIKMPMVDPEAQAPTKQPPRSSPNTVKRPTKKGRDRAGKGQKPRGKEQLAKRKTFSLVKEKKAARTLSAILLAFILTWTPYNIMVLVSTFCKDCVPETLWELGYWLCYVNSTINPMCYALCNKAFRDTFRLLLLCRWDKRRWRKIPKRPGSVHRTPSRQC
CRFBP-R2 block: blocks CRF-induced signaling of the CRF-BP/CRF-R2 complex; HEK293 CRF-R2/CRF-BP, CRF-induced calcium fluorescence; inhibition, % at 11.8 µM; 350,000 tested, 0.59% active; AID 588475;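 active means inhibition of the ligand-induced calcium signal above about 50% at the single tested concentration, limit read from the data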
* hit, by the source's call; . = no result given.

SMILES,M5 PAM,M4 ag,M5 antag,M4 PAM,CHRM4 antagonist,M5 ag,CRFR2-BP ag,M1 PAM,CRFBP-R2 block
O=C(O)c1cc(NS(=O)(=O)c2cccc3nsnc23)cc(C(=O)O)c1,-3,1,3,-2,1,-2,-1.6,1,9
Cc1nnc(SCC(=O)Nc2ccccc2N2CCOCC2)s1,-4,0,-1,-3,10,0,-1.7,6,3
CCn1nc(C)c(NC(=O)/C=C/c2cnn(C)c2)c1C,-1,2,0,10,-6,-2,-1.3,2,5
COc1ccc(NC(=O)C[C@H]2C(=O)N(c3ccc(OC)cc3)C[C@@H]2CSC)cc1,0,4,-5,5,4,2,-1.1,6,-4
COc1ccc(C(=O)c2[nH]c(N)c(C(=O)NCCc3c[nH]c4ccccc34)c2-c2ccc(Br)cc2)cc1,2,4,4,7,-3,6,.,.,.
Cc1cc(C(=O)Nc2ccc(F)cc2F)on1,1,2,5,0,6,-3,5.5,14,5
CCOc1ccc(C2OCCC(C)O2)cc1OC (configuration not stated),-1,1,4,1,-4,2,-0.2,12,-10
Cc1ccc(Sc2c(C#N)c(-c3ccccc3)nn2C)cc1,-3,-3,-4,-8,4,-2,2.3,3,20
CCOc1ccc(NC(=O)COc2ccc(C(=O)NCCc3ccccc3)cc2)cc1,-4,1,-1,-7,11,-3,-1.8,1,35
COCCCn1c(SCc2ccc(OC)cc2)nc2cc(OC)c(OC)cc2c1=N,-7,2,4,0,4,-2,-1.7,-2,-14
Cc1ccc(NC(=O)c2ccc(=O)n(CC(=O)Nc3ccccc3)n2)cc1,-3,2,12,-3,8,4,0.3,4,3
CCc1ccc(C(=O)OCC(=O)N2CCCCCC2)cc1,0,1,3,-2,11,-1,0.5,-3,-8
COc1ccc(-c2cc(C#N)nc(NN)n2)cc1,-2,1,2,-7,3,-3,0.5,7,9
Cn1cc([C@]2(O)C(=O)Nc3c(F)cccc32)c2ccccc21,2,2,-5,5,5,-1,.,.,.
COC(=O)Nc1ccc(S(=O)(=O)NC2CCS(=O)(=O)C2)cc1 (configuration not stated),-1,0,12,-1,0,-1,-0.9,10,-6
CCOC(=O)c1nnn(CC(=O)Nc2cccc(OC)c2)c1C(=O)OCC,-1,1,-6,0,-9,0,0.9,3,-19
CNC(=O)c1cc2cc(OC)ccc2n1CCN(Cc1ccccc1)Cc1ccccc1,-6,-1,10,4,-2,-3,0.5,-2,25
NC(=S)N/N=C/c1ncc(C(F)(F)F)cc1Cl,-5,0,10,0,6,-1,2.8,7,-7
O=C(OCc1cn([C@H]2CN(C(=O)C3CCCCC3)[C@@H](c3ccc(Cl)cc3)C[C@@H]2O)nn1)c1ccccc1,0,4,1,0,-7,2,-0.6,3,-13
O=c1c(-c2ccc(F)cc2)coc2c3c(ccc12)OCCO3,1,2,-11,7,-15,-2,2.9,6,21
CN(C)S(=O)(=O)c1ccc(-c2cn3ccccc3n2)cc1,-7,2,-1,3,5,-2,4.3,12,12
O=C(NNC(=S)NC1CCCCC1)c1ccc(Cl)s1,-7,4,9,0,3,0,-0.2,-9,1
C=CC(=O)NCCCc1cc(C(C)(C)C)c(O)c(C(C)(C)C)c1,-7,-1,11,1,3,-3,-2.9,0,16
CCN(C(=O)CSc1nnc(-c2ccccc2Cl)n1N)c1c(N)n(Cc2ccccc2)c(=O)[nH]c1=O,7,2,-8,8,1,4,-0.2,19,-3
CC/C(C)=N/N1C(=O)c2ccccc2NC1(C)CC (configuration not stated),3,1,-10,2,-5,-1,1.8,7,-9
CC(C)NC(=O)[C@]1(C)CCC[C@@]2(C)C3CC[C@@]4(C)C[C@]3(CCC21)CC4=O (some centres not stated),-4,0,15,0,-1,-1,-1.9,0,7
CCCN(C(=O)CCOc1ccc(C(C)(C)C)cc1)c1c(N)n(Cc2ccccc2)c(=O)[nH]c1=O,3,1,2,7,-4,1,-0.7,7,-6
CCC(c1nnnn1Cc1ccco1)N1CCC(C(N)=O)CC1 (configuration not stated),2,1,-2,12,5,-5,0.9,7,13
COCC(C)n1c(SCC(=O)NC(=O)Cc2ccccc2)nc2ccccc2c1=O (configuration not stated),-2,2,7,8,0,3,0.9,12,17
CC(C)CCNC(=O)C(=O)Nc1ccc2c(c1)N(S(=O)(=O)c1cccs1)CCC2,-11,5,9,1,-8,-3,6.4,-2,3
CCN(C[C@H]1N[C@@](CC)(C(=O)OC)[C@H]2C(=O)N(C)C(=O)[C@@H]12)C(=O)c1ccc(F)cc1,3,2,-8,2,-8,0,-0.7,12,13
CN(C)c1cccc(C(=O)OC(C(=O)Nc2ccc(Cl)cc2C(F)(F)F)c2ccccc2)c1 (configuration not stated),0,0,1,-1,3,-4,-1.2,1,-25
Cc1ccc(C(=O)N/C(=C\c2ccco2)C(=O)N2CCCCC2)cc1,8,2,-3,-6,-6,1,1.8,21,6
COc1ccc(N(CC(=O)N/N=C/c2ccc(F)cc2)S(=O)(=O)c2ccccc2)cc1,-5,0,-2,-1,-20,-10,2.9,11,-15
CCOC(=O)c1cccc(NC(=O)CN(c2ccc(C)cc2)S(=O)(=O)c2c(C)noc2C)c1,-16,9,11,-11,7,-4,2.1,-2,-9
COc1ccc(NC(=O)CSC2CC(=O)N(c3ccc4c(c3)OCCO4)C2=O)cc1 (configuration not stated),-6,1,1,-5,11,1,-1.2,0,8
O=CNc1ccc(OC(=O)c2cncc(Br)c2)cc1,-4,2,1,-3,5,2,0.0,2,11
CN(C)C=Nc1nc2ccccc2nc1N1CCCC1,-6,1,-3,3,-8,-2,1.1,8,3
COc1ccc(-c2cnc[nH]2)cc1,4,0,8,1,1,-14,-3.0,-1,2
O=C(COc1ccc(Cl)cc1Cl)Nc1ccc(C(=O)Nc2ccccc2C(=O)O)cc1,-1,0,-4,6,-2,1,-0.9,14,33

Some values from the entries so far.
For CHRM4 antagonist, CC(C)NC(=O)[C@]1(C)CCC[C@@]2(C)C3CC[C@@]4(C)C[C@]3(CCC21)CC4=O (some centres not stated) reads -1
For M4 PAM, CCOC(=O)c1cccc(NC(=O)CN(c2ccc(C)cc2)S(=O)(=O)c2c(C)noc2C)c1 reads -11
For M1 PAM, COc1ccc(N(CC(=O)N/N=C/c2ccc(F)cc2)S(=O)(=O)c2ccccc2)cc1 reads 11
For M5 antag, COCC(C)n1c(SCC(=O)NC(=O)Cc2ccccc2)nc2ccccc2c1=O (configuration not stated) reads 7
For M5 ag, CCCN(C(=O)CCOc1ccc(C(C)(C)C)cc1)c1c(N)n(Cc2ccccc2)c(=O)[nH]c1=O reads 1

Remaining list, next part.
SMILES,M5 PAM,M4 ag,M5 antag,M4 PAM,CHRM4 antagonist,M5 ag,CRFR2-BP ag,M1 PAM,CRFBP-R2 block
Cc1nc2c(C)cccn2c1C(=O)N/N=C/c1ccccc1[N+](=O)[O-],-3,2,15,19,-8,-5,-0.8,6,8
CCOC(=O)Cc1csc(NC(=O)c2ccc(S(=O)(=O)N3CCCCC3)cc2)n1,-11,18,14,-5,2,10,1.3,-9,1
COc1cc(/C=N/NC(=O)c2ccc3nc[nH]c3c2)ccc1O,-15,8,13,-23,5,2,1.3,-7,-3
CCN(CC(=O)Nc1ccc2c(c1)OCCO2)S(=O)(=O)c1ccc(F)cc1,-1,5,10,-4,-8,-2,0.9,0,-11
O=C(c1ccccc1)c1sc(N2CCOCC2)nc1-c1ccccc1,-11,1,14,-3,6,-6,1.1,-9,-15
COc1ccccc1NS(=O)(=O)c1cc(N)ccc1N1CCCCC1,8,-1,-11,0,-6,-2,3.8,3,-16
CCCc1c(-c2cccc(F)c2)ncn1CCc1ccccc1OC,-11,0,0,-9,11,-4,.,.,.
CCNc1ccc(S(=O)(=O)N(C)C)cc1NCC(=O)Nc1ccc(F)c(Cl)c1,-14,19,21,-14,10,2,-3.0,-1,-22
CCCCn1c(N)c(N(CC(C)C)C(=O)Cn2c(=O)cnc3ccccc32)c(=O)[nH]c1=O,3,0,0,3,-4,-2,-0.9,1,14
O=C(CCc1nc2ccccc2s1)Nc1cccnc1,1,5,3,11,3,4,2.8,1,-6
COC(=O)c1ccc(C(=O)OC)c(NC(=O)CSc2nnc(-c3ccccc3Cl)o2)c1,3,1,-5,1,7,2,3.2,11,0
CC[C@@]1(C(=O)OC)N[C@H](CN(C)S(=O)(=O)c2ccc(-c3ccccc3)cc2)[C@@H]2C(=O)N(C)C(=O)[C@@H]21,-2,5,-8,6,-23,1,-0.8,0,-2
COc1ccc(-c2cc(C)no2)cc1S(=O)(=O)N1CCOc2ccc(Cl)cc21,-6,1,17,0,2,-3,-0.1,2,9
Cc1ccn(CCNC(=O)C2CCC(=O)N(CCc3ccc(Cl)cc3)C2)n1 (configuration not stated),1,1,-5,1,-4,-1,2.0,-4,24
COc1ccc(-c2cc(C(=O)OCC(=O)N3CCCC3)c3ccccc3n2)cc1,-10,3,2,-10,-3,-1,-1.4,1,8
CN(C)c1ccc(CN(C(=O)c2cc3ccccc3oc2=O)C2CCS(=O)(=O)C2)cc1 (configuration not stated),1,2,4,-2,-20,-1,1.2,5,-12
COc1cccc(N/C(=N/C(=S)Nc2ccc(C)cc2C)Nc2nc(C)cc(C)n2)c1,3,2,-5,5,-17,-2,-0.4,0,2
CCOC(=O)CC(NC(=O)c1cc2cccc(OC)c2oc1=O)c1cccc([N+](=O)[O-])c1 (configuration not stated),-1,2,-2,24,0,0,-0.2,4,5
COc1ccc(OC2CCN(S(=O)(=O)c3cccc(F)c3)CC2)cc1,-5,5,8,-6,-8,-2,-0.4,11,9
COc1ccccc1-c1noc(-c2cccnc2)n1,7,2,-13,18,-25,0,0.0,9,-1

Entries of single compounds, looked up by structure:
Results for CCN(CC(=O)Nc1ccc2c(c1)OCCO2)S(=O)(=O)c1ccc(F)cc1 → M5 PAM = -1; M4 ag = 5; M5 antag = 10; M4 PAM = -4; CHRM4 antagonist = -8; M5 ag = -2; CRFR2-BP ag = 0.9; M1 PAM = 0; CRFBP-R2 block = -11
Results for CCc1ccc(C(=O)OCC(=O)N2CCCCCC2)cc1 → M5 PAM = 0; M4 ag = 1; M5 antag = 3; M4 PAM = -2; CHRM4 antagonist = 11; M5 ag = -1; CRFR2-BP ag = 0.5; M1 PAM = -3; CRFBP-R2 block = -8

The list goes on.
SMILES,M5 PAM,M4 ag,M5 antag,M4 PAM,CHRM4 antagonist,M5 ag,CRFR2-BP ag,M1 PAM,CRFBP-R2 block
CCOc1cc(NS(C)(=O)=O)c(OCC)cc1NC(=O)c1cccs1,-2,4,3,3,3,3,-0.8,1,6
Cc1ccccc1-n1c(SCC(=O)N2CCC(C(=O)O)CC2)nnc1-c1ccncc1,6,0,3,3,-15,-4,2.8,2,0
Cc1ccc(/C=C/C(=O)Nc2ccc(S(=O)(=O)Nc3cc(C)nc(C)n3)cc2)cc1,1,-1,4,-9,5,0,0.3,0,1
CCCCCC(=O)NC(=S)Nc1ccc(Br)cc1C,-6,0,5,-3,10,-1,-1.1,-2,-23
COc1ccc(N2CCN(C(=O)c3ccc(OCc4c(C)noc4C)c(OC)c3)CC2)cc1,0,1,2,5,-4,-2,-1.5,6,15
CCOc1ccc(N(Cc2cc3ccc(C)cc3[nH]c2=O)C(=O)COC)cc1,-7,0,-4,0,-5,-3,-2.1,4,11
O=C(NCCCNCCCNC(=O)c1ccc(/C=N/O)nc1)c1ccc(/C=N/O)nc1,10,0,-7,1,0,-1,1.1,7,-4
CCNc1nc(NC(C)C)nc(N2CC(=O)N(CC(=O)OCC)C2=N)n1,-6,0,5,-10,9,-1,1.7,1,-2
O=C(COc1ccc2ccccc2c1)Nc1nccs1,4,5,-1,9,-9,3,-0.3,14,-12
O=C(CC1Oc2ccccc2NC1=O)NCCCN1CCN(C2CCCCC2)CC1 (configuration not stated),-4,1,-2,-8,7,-3,0.4,-1,11
